TRAIL sens C8: sensitizes caspase-8 expressing cells to TRAIL | NB7+C8 cells + TRAIL, ATPlite viability luminescence | inhibition (viability loss, TRAIL sensitization), % at 10 µM | 360,000 tested, 1% active | AID 624354;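 active = compounds causing at least 50% loss of cell viability in the single-dose screen, relative to plate controls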
NR2F2 inh: inhibitors of human COUP-TFII (NR2F2); P24468; HEK293T NGFI-A luciferase reporter, luminescence; inhibition, % at 8.6 µM; 370,000 tested, 0.7% active;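 active = inhibition above a per-plate cutoff, mean inhibition of test wells between control levels plus 3 SD, cut at about 38% in these data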;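 also: cells cotransfected with COUP-TFII expression vector driving the NGFI-A reporter; 0% = median of COUP-TF2 test wells and 100% = reporter-only cells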
Shn3 inh set2: reduces Shn3 3'UTR luciferase signal in osteoblasts. Clone20 osteoblast Shn3 3'UTR firefly luciferase, 24 h. inhibition, % at 12.5 µM. 360,000 tested, 0.52% active. AID 588674;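 active = mean inhibition of at least 75% with every replicate also reaching 75%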;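 also: 0% = median of neutral control wells and 100% = pilot-screen positive control compound; some compounds past the cut are filed as inactive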
TWEAK Fn14 block: blocks TWEAK-Fn14 interaction in a reporter cell assay. 360,000 tested, 2% active. inhibition, % at 10 µM. TWEAK-stimulated Fn14 reporter cells, luciferase luminescence, 8 h; in the data active = inhibition above about 50%
CF NFkB block: blocks PAF-induced NF-kB reporter in cystic fibrosis cells; inhibition, % at 5 µM; AID 588850; KKLEB NF-kB-GFP reporter, GFP fluorescence overnight; 360,000 tested, 0.86% active;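 active = at least 50% inhibition at 5 µM, scaled per plate between neutral and stimulator controls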;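 also: PAF is a Pseudomonas aeruginosa culture filtrate used as stimulus; plate controls were PAF-stimulated DMSO wells for no effect and unstimulated DMSO wells for full effect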
NR5A2 inv ag: inverse agonists of human LRH-1 (NR5A2) | O00482 | HEK293T StAR-luciferase reporter, LRH-1 transfected, 24 h | inhibition, % at 3.6 µM | 360,000 tested, 0.13% active | AID 602396;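 active = inhibition above the mean inhibition of all tested compounds plus 3 SD, cut at about 73% in these data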;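 also: 0% = DMSO wells and 100% = reporter-only cells lacking LRH-1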
KKLEB tox: CF airway cell cytotoxicity counter-screen; KKLEB CF airway cells viability, ATPlite luminescence, overnight; hits give low values; cells stimulated with P. aeruginosa culture filtrate; activity change (cytotoxicity), % at 5 µM; 360,000 tested, 0.36% active; AID 602141;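 active = corrected activity change at or below -50% at 5 µM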
LMP1 NFkB inh: reduces LMP1-driven NF-kappaB luciferase signal; LMP1-induced NF-kappaB luciferase reporter cells, luminescence; inhibition, % at 12.5 µM; 350,000 tested, 0.69% active; AID 504558; in the data active = inhibition above about 41%;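 also: 0% = neutral control wells and 100% = reference inhibitor control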
NCOA3 inh: inhibitors of human steroid receptor coactivator 3 (SRC3). Q9Y6Q9. HEK293 GAL4-SRC3 luciferase reporter, luminescence. inhibition, % at 3.6 µM. 360,000 tested, 0.17% active;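 active = inhibition above a per-campaign cutoff, the mean of all compounds plus 3 SD, cut at about 60% in these data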;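 also: 0% = DMSO-treated cells and 100% = gossypol-treated cells at 36 µM; higher means less SRC3-driven luciferase light from the GAL4 reporter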
Target sequence (Q9Y6Q9 whole entry, looked up, the tested form may be a part): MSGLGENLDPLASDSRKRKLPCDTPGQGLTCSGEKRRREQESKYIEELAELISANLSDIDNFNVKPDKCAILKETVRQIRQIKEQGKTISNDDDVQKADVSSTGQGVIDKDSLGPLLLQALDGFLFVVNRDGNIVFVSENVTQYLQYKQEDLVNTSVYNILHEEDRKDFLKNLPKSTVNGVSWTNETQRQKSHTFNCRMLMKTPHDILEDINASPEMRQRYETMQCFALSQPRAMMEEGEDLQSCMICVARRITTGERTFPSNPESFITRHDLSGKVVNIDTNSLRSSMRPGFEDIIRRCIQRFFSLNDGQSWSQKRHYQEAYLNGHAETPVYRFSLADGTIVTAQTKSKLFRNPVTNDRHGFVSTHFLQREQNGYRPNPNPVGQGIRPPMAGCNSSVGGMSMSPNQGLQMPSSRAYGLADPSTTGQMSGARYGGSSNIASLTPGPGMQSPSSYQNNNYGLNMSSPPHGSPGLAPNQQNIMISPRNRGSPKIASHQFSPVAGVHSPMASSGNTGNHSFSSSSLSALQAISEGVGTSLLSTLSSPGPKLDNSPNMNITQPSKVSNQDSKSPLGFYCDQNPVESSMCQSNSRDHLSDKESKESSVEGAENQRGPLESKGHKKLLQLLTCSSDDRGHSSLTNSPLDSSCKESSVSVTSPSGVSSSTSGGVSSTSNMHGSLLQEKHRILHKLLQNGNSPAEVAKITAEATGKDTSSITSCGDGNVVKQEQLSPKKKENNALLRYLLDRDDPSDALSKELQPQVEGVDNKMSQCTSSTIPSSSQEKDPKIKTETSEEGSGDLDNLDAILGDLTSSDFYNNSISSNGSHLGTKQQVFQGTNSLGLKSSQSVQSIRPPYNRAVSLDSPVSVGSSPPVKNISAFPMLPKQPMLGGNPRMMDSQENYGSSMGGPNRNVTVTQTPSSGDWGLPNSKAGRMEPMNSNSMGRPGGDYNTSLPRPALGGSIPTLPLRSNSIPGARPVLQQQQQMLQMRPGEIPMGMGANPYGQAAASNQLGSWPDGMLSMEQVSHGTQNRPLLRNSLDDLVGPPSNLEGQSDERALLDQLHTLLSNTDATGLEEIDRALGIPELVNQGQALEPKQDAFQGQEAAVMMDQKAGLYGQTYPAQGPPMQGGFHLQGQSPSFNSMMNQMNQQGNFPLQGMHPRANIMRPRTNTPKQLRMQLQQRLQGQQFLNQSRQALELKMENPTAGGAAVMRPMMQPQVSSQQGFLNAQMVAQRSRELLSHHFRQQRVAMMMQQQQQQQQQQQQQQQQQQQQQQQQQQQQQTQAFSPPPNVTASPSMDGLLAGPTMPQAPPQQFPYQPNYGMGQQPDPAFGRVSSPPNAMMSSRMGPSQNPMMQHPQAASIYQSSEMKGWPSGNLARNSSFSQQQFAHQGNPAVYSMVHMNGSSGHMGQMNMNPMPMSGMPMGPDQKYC
NCOA1 inh: inhibitors of human steroid receptor coactivator 1 (SRC1); Q15788; HEK293 GAL4-SRC1 luciferase reporter, luminescence; inhibition, % at 3.6 µM; 360,000 tested, 0.12% active; AID 588354;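 active = inhibition above the campaign mean plus 3 SD, with each screening campaign given its own cutoff, cut at about 60% in these data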;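 also: 0% = DMSO treated cells and 100% = gossypol at 36 µM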
TROY signal inh: blocks TROY-dependent signaling in reporter cells. Q293 LMP1-TROYcd NF-kB luciferase reporter, 4 h. inhibition, % at 10 µM. 360,000 tested, 0.98% active;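 active = compounds whose plate-normalised and pattern-corrected inhibition of the luciferase reporter signal at the single screening dose is 50% or more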
* hit, by the source's call. This is a subset, so the mix of outcomes need not match the whole.

CCCCCCCNC(=O)C1(CC2CC(c3ccc(Cl)cc3)=NO2)CCNCC1 (stereo unspecified) was read as TRAIL sens C8 71*, NR2F2 inh -17, Shn3 inh set2 2, TWEAK Fn14 block -78, CF NFkB block 25, NR5A2 inv ag 18, KKLEB tox -19, LMP1 NFkB inh -9, NCOA3 inh -11, NCOA1 inh 2 and TROY signal inh -46.
For COc1ccc(NS(=O)(=O)c2cccs2)cc1S(=O)(=O)N1CCCCC1 the results were TRAIL sens C8 -3, NR2F2 inh 9, Shn3 inh set2 3, TWEAK Fn14 block 21, CF NFkB block -3, NR5A2 inv ag -18, KKLEB tox 13, LMP1 NFkB inh -6, NCOA3 inh 0, NCOA1 inh 11 and TROY signal inh 10.
`O=C(CNCc1ccccc1)Nc1cccc(Cl)c1Cl` gave TRAIL sens C8 8, NR2F2 inh 13, Shn3 inh set2 -12, TWEAK Fn14 block -5, CF NFkB block 31, NR5A2 inv ag 8, KKLEB tox -6, LMP1 NFkB inh 7, NCOA3 inh 10, NCOA1 inh -7 and TROY signal inh -37.
Screening CCOc1cc(C(=O)N(C)CC(=O)Nc2cccc(F)c2)ccc1OCC(=O)N1CCOCC1 returned TRAIL sens C8 -3, NR2F2 inh 4, Shn3 inh set2 0, TWEAK Fn14 block 5, CF NFkB block -17, NR5A2 inv ag -8, KKLEB tox 8, LMP1 NFkB inh -3, NCOA3 inh -27, NCOA1 inh -2 and TROY signal inh -8.
Screening O=c1cnn(-c2ccc(Cl)cc2Cl)c(-c2ccccc2)c1 returned TRAIL sens C8 -10, NR2F2 inh 1, Shn3 inh set2 -9, TWEAK Fn14 block 27, CF NFkB block -4, NR5A2 inv ag 8, KKLEB tox 2, LMP1 NFkB inh -16, NCOA3 inh -14, NCOA1 inh -9 and TROY signal inh -5.
CCCCCN(C(=O)NC(=O)NC(C)CC)S(C)(=O)=O (stereo unspecified) was read as TRAIL sens C8 -5, NR2F2 inh -8, Shn3 inh set2 -1, TWEAK Fn14 block -3, CF NFkB block -1, NR5A2 inv ag 4, KKLEB tox -2, LMP1 NFkB inh -2, NCOA3 inh 10, NCOA1 inh 3 and TROY signal inh -13.
Cc1cc(NC(=O)COc2ccc(C)c(C)c2)no1 was read as TRAIL sens C8 -12, NR2F2 inh -52, Shn3 inh set2 -54, TWEAK Fn14 block -6, CF NFkB block 1, NR5A2 inv ag -27, KKLEB tox 5, LMP1 NFkB inh -4, NCOA3 inh -38, NCOA1 inh -44 and TROY signal inh -38.
`COCCNC(=O)C1CCCN(C(=O)c2ccc(F)c(C)c2)CC1` (stereo unspecified) gave TRAIL sens C8 12, NR2F2 inh 3, Shn3 inh set2 -8, TWEAK Fn14 block 6, CF NFkB block -22, NR5A2 inv ag -2, KKLEB tox 14, NCOA3 inh -20, NCOA1 inh 14 and TROY signal inh 9.
For CCS(=O)(=O)N1Cc2ccccc2CC1C(=O)Nc1ccc(OC)cc1 (stereo unspecified) the results were TRAIL sens C8 -1, NR2F2 inh -6, Shn3 inh set2 -28, TWEAK Fn14 block -3, CF NFkB block -4, NR5A2 inv ag -17, KKLEB tox -4, LMP1 NFkB inh -9, NCOA3 inh 2, NCOA1 inh -11 and TROY signal inh -16.
Screening C=C(C)c1cccc(C(C)(C)NC(=O)NCCN(CC)CC)c1 returned TRAIL sens C8 -13, NR2F2 inh 11, Shn3 inh set2 6, TWEAK Fn14 block 0, CF NFkB block 13, NR5A2 inv ag 5, KKLEB tox -3, LMP1 NFkB inh 0, NCOA3 inh 5, NCOA1 inh -2 and TROY signal inh -11.
For Nn1c(Cc2ccc(F)cc2)n[nH]c1=S the results were TRAIL sens C8 -6, NR2F2 inh -2, Shn3 inh set2 -7, TWEAK Fn14 block -4, CF NFkB block -5, NR5A2 inv ag 8, KKLEB tox 3, LMP1 NFkB inh -23, NCOA3 inh 10, NCOA1 inh 9 and TROY signal inh -4.
O=C(Cc1ccc(NC(=O)C2CCCN(C(=O)C3CCCCC3)C2)cc1)Nc1cccc(C(=O)N2CCCC2)c1 (stereo unspecified) was read as TRAIL sens C8 2, NR2F2 inh 6, Shn3 inh set2 -5, TWEAK Fn14 block 13, CF NFkB block -6, NR5A2 inv ag -13, KKLEB tox 10, LMP1 NFkB inh 6, NCOA3 inh 0, NCOA1 inh -12 and TROY signal inh 6.
For COc1cc(Cl)c(CC(=O)c2c[nH]c3ccccc23)cc1OC the results were TRAIL sens C8 19, NR2F2 inh -8, Shn3 inh set2 19, TWEAK Fn14 block 12, CF NFkB block 4, NR5A2 inv ag 12, KKLEB tox -10, LMP1 NFkB inh 6, NCOA3 inh 1, NCOA1 inh 3 and TROY signal inh -13.
Screening CN(C)C(CNC(=O)C1CCN(S(=O)(=O)c2ccccc2)CC1)c1ccccc1 (stereo unspecified) returned TRAIL sens C8 2, NR2F2 inh 0, Shn3 inh set2 -7, TWEAK Fn14 block -9, CF NFkB block 71*, NR5A2 inv ag 4, KKLEB tox 30, LMP1 NFkB inh -3, NCOA3 inh 10, NCOA1 inh -11 and TROY signal inh -1.
Screening CN(CC(=O)Nc1cc(S(=O)(=O)N2CCCC2)ccc1Cl)Cc1cccs1 returned TRAIL sens C8 -10, NR2F2 inh 18, Shn3 inh set2 22, TWEAK Fn14 block -1, CF NFkB block -8, NR5A2 inv ag 10, KKLEB tox -8, LMP1 NFkB inh 16, NCOA3 inh 14, NCOA1 inh 9 and TROY signal inh 27.
`COc1cccc(CN2CCNC(=O)C2CC(=O)N(C)Cc2nc(C)cs2)c1OC` (stereo unspecified) gave TRAIL sens C8 -21, NR2F2 inh 9, Shn3 inh set2 1, TWEAK Fn14 block 4, CF NFkB block 28, NR5A2 inv ag -12, KKLEB tox -11, LMP1 NFkB inh 4, NCOA3 inh 3, NCOA1 inh -13 and TROY signal inh -7.
Screening Cc1ccc(S(=O)(=O)Nc2cc3c4c(c2)CC(=O)N4CCC3)cc1 returned TRAIL sens C8 0, NR2F2 inh 4, Shn3 inh set2 21, TWEAK Fn14 block -13, CF NFkB block 14, NR5A2 inv ag 16, KKLEB tox -7, LMP1 NFkB inh -4, NCOA3 inh 4, NCOA1 inh 5 and TROY signal inh 10.
Cc1nn(C)c(C)c1S(=O)(=O)N1CCC(C(=O)NCC2COc3ccccc3O2)CC1 (stereo unspecified) was read as TRAIL sens C8 -16, NR2F2 inh -9, Shn3 inh set2 -5, TWEAK Fn14 block 0, CF NFkB block 8, NR5A2 inv ag -2, KKLEB tox 4, LMP1 NFkB inh 8, NCOA3 inh 1, NCOA1 inh -4 and TROY signal inh -7.
Screening O=C(NC(=S)Nc1ccc2[nH]ncc2c1)c1ccccc1 returned TRAIL sens C8 4, NR2F2 inh -13, Shn3 inh set2 -68, TWEAK Fn14 block 23, CF NFkB block -2, NR5A2 inv ag -137, KKLEB tox 2, LMP1 NFkB inh -3, NCOA3 inh -37, NCOA1 inh -44 and TROY signal inh -30.
Screening CC1(C(=O)O)CCC(C(=O)NC2CCCCC2)C1(C)C (stereo unspecified) returned TRAIL sens C8 -12, NR2F2 inh 20, Shn3 inh set2 1, TWEAK Fn14 block 8, CF NFkB block -7, NR5A2 inv ag -11, KKLEB tox 2, LMP1 NFkB inh 5, NCOA3 inh 20, NCOA1 inh -58 and TROY signal inh -7.
`Cc1nn(-c2ccccc2)c(C)c1C(=O)OCC(=O)Nc1ccc2c(c1)OCO2` gave TRAIL sens C8 5, NR2F2 inh 4, Shn3 inh set2 7, TWEAK Fn14 block -31, CF NFkB block 0, NR5A2 inv ag 10, KKLEB tox 4, LMP1 NFkB inh 5, NCOA3 inh -20, NCOA1 inh -6 and TROY signal inh 8.
O=C(Nc1ccccc1)N1CCCC(CNS(=O)(=O)Cc2ccccc2)C1 (stereo unspecified) was read as TRAIL sens C8 -10, NR2F2 inh -1, Shn3 inh set2 -1, TWEAK Fn14 block 2, CF NFkB block 2, NR5A2 inv ag 1, KKLEB tox 5, LMP1 NFkB inh -7, NCOA3 inh -4, NCOA1 inh -6 and TROY signal inh -14.
For Cc1cc(C)n2nc(SCC(=O)N3CCCC(C)C3)nc2n1 (stereo unspecified) the results were TRAIL sens C8 -2, NR2F2 inh -5, Shn3 inh set2 6, TWEAK Fn14 block -4, CF NFkB block -7, NR5A2 inv ag -10, KKLEB tox 18, LMP1 NFkB inh 4, NCOA3 inh -4, NCOA1 inh 1 and TROY signal inh 3.
`Cc1cc(C)c2cc(CN(CC3CCCO3)S(=O)(=O)c3ccc4c(c3)OCCO4)c(=O)[nH]c2c1` (stereo unspecified) gave TRAIL sens C8 -13, NR2F2 inh 1, Shn3 inh set2 10, TWEAK Fn14 block -26, CF NFkB block 17, NR5A2 inv ag -114, KKLEB tox -1, LMP1 NFkB inh 5, NCOA3 inh -66, NCOA1 inh -37 and TROY signal inh -36.
For Cc1cc(O)c(C(C)C)cc1N=C1CSC(=O)N1 the results were TRAIL sens C8 0, NR2F2 inh 6, Shn3 inh set2 4, TWEAK Fn14 block 0, CF NFkB block 2, NR5A2 inv ag -13, KKLEB tox 4, LMP1 NFkB inh -4, NCOA3 inh 18, NCOA1 inh -10 and TROY signal inh -3.
Screening NC(=O)c1ncn([C@@H]2O[C@H](CNCc3ccccc3C#Cc3ccccc3)[C@@H](O)[C@H]2O)n1 returned TRAIL sens C8 -1, NR2F2 inh -9, Shn3 inh set2 6, TWEAK Fn14 block 17, CF NFkB block -17, NR5A2 inv ag -5, KKLEB tox 19, LMP1 NFkB inh -1, NCOA3 inh 9, NCOA1 inh 1 and TROY signal inh -5.
For Cc1ccsc1C(=O)OCC(=O)Nc1c(Cl)cccc1C(F)(F)F the results were TRAIL sens C8 -6, NR2F2 inh -3, Shn3 inh set2 -13, TWEAK Fn14 block -31, CF NFkB block -2, NR5A2 inv ag 21, KKLEB tox 17, LMP1 NFkB inh -3, NCOA3 inh 9, NCOA1 inh 1 and TROY signal inh 0.
Screening CCCCn1c(SCC(=O)NC2CCS(=O)(=O)C2)nnc1-c1ccc(OC)cc1 (stereo unspecified) returned TRAIL sens C8 -5, NR2F2 inh 0, Shn3 inh set2 -3, TWEAK Fn14 block -5, CF NFkB block 2, NR5A2 inv ag -2, KKLEB tox 16, LMP1 NFkB inh -11, NCOA3 inh 23, NCOA1 inh -1 and TROY signal inh -7.
COC(=O)C1=C(C(=O)OC)C2(OC1c1cccc(F)c1)C(=O)c1ccccc1C2=O (stereo unspecified) was read as TRAIL sens C8 2, NR2F2 inh 3, Shn3 inh set2 -7, TWEAK Fn14 block -6, CF NFkB block 0, NR5A2 inv ag -3, KKLEB tox 10, LMP1 NFkB inh -6, NCOA3 inh 6, NCOA1 inh -7 and TROY signal inh 13.

Screening data deposited in PubChem by several laboratories.
